# Screening results deposited in PubChem by Fisher Drug Discovery Resource Center.
# hcGAS lum: inhibitors of human cGAS. Q8N884. recombinant h-cGAS, ATP depletion, Kinase-Glo luminescence. hit rate 0.081% among 290,000. inhibition, % at 12.5 µM;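 note: 0% = vehicle reaction and 100% = reaction without DNA for no activity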
# Target sequence (Q8N884 whole entry, looked up): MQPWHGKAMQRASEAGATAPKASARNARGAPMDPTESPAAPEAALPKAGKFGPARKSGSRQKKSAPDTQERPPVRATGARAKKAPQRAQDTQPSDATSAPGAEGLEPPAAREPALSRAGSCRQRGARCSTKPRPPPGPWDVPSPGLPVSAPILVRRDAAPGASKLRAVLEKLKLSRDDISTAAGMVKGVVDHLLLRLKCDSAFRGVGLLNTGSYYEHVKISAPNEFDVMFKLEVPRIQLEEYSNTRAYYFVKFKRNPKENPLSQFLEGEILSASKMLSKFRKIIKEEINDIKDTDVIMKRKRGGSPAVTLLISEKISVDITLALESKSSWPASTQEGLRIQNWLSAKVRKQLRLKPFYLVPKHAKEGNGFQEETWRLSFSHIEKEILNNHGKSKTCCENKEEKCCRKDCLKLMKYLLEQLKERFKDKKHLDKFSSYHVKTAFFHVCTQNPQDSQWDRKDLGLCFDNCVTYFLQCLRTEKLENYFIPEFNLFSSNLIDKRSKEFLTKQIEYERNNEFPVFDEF
# mcGAS lum: inhibitors of mouse cGAS; Q8C6L5; recombinant cGAS, Kinase-Glo ATP depletion luminescence; inhibition, % at 12.5 µM; hit rate 0.15% among 160,000;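 note: 0% = negative control wells and 100% = reference inhibitor with no enzyme activity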
# NPYLR7 ag: mosquito NPYLR7 agonism | hit rate 0.15% among 270,000 | AID 1259423 | HEK293T NPYLR7/Galpha15, GCaMP6s calcium fluorescence | activation, % at 10 µM; in the data active = activation above about 40%;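 note: 0% = vehicle and 100% = reference agonist at the receptor; some compounds past the cut are filed as inactive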
# * = called active by the depositor; . = not tested or not shown; & = joins results of further samples. Cut-off read from the data, not from the text of the source, unless noted: active = inhibition above about 40%; inactive = the rest.
SMILES	mcGAS lum	hcGAS lum	NPYLR7 ag
CC1CCCC(NC(=O)c2ccc(-n3nc(-c4cccc(C(F)(F)F)c4)cc3N)cc2)C1 (stereo not drawn)	-4	-7	-8
Cc1cc(C(=O)NCc2cccnc2N2CCCC(O)C2)c(C)o1 (stereo not drawn)	.	-1	2
Nc1nccnc1C(=O)OCc1cc(F)cc2c1OCOC2	.	-9	2
CNc1ccnc(N2CCN(Cc3cnc(C(C)C)nc3)CC2)n1	.	3	11
COc1ccc(CNC(=O)c2cccnc2N2CCN(S(=O)(=O)c3cc(OC)ccc3OC)CC2)cc1	-7	-6	25
CCN(CC)S(=O)(=O)c1cccc(NCC(=O)Nc2ccc3c(c2)OC(F)(F)O3)c1	-6	-5	5
Cc1nn(-c2ccc(Cl)nn2)c2c1C(c1cccc(O)c1)CC(=O)N2 (stereo not drawn)	.	-7	-18
COc1ccc(-c2cn3c(n2)CCC3)cc1	-1	-14	5
CC1c2[nH]c3ccccc3c2CCN1Cc1nc2c(cnn2C)c(=O)[nH]1 (stereo not drawn)	.	-8	-3
CN(Cc1ccc(-n2cccn2)cc1)CC1CCOC1 (stereo not drawn)	-8	-7	7
CC(=O)N1N=C(c2ccccc2Cl)OC1C(=O)N1CCC[C@H]1CN1CCCC1 (stereo partly drawn)	.	-12	8
CCN1CCCCC1C(=O)NOCc1ccc(C(F)(F)F)cc1 (stereo not drawn)	.	-3	1
Cc1nn(-c2ccccc2)c2sc(C(=O)N3CCCC(N)CC3)cc12 (stereo not drawn)	-16	-3	3
O=C(/C=C/c1cccs1)N1CCCC(CCC(=O)N2CCN(Cc3ccccc3)CC2)C1 (stereo not drawn)	.	-10	7
CCN1C(=O)C2(CCCCC2)NC1C1=Cc2ccccc2OC1 (stereo not drawn)	.	-2	-24
CC(C)c1ccc(NC(=O)N2CCC3(CC2)C(=O)N(CC(=O)NC2CC2)CN3c2ccccc2)cc1	-9	-10	.
COCCN(Cc1ccco1)C(=O)CNc1ccccc1Cl	.	5	-1
O=C(NCc1ccccc1-c1ccccc1)c1cn(C2CCCCC2)nn1	-10	-8	11
CCOc1cccc(C(=O)N2CCC(n3c(Cc4ccccc4)nc4ccccc43)CC2)c1	-9	-5	6
Cc1ccc(C(=O)CCC(=O)Nc2ccc(N(C)C)nc2)s1	.	-7	1

# (listing goes on)
SMILES	mcGAS lum	hcGAS lum	NPYLR7 ag
COc1ccccc1-c1cc(C(=O)N2CCN(c3ccccc3Cl)CC2)nc2cc(C(C)(C)C)nn12	-7&-7	-4&-4	18&-8
CCCc1[nH]n(-c2ccc(F)cc2)c(=O)c1C1=C(N2CCN(C)CC2)C(=O)N(C2CCCCC2)C1=O	-11&-5	-10&-4	-5
CCN1CC2(CCN(C(=O)Cn3nc(C)nc3C)CC2)CC1=O	-7	-16	.
CC(C)NC(=O)CSc1nnnn1C1CCCCC1	-8	-6	11
O=C(CN1CN(c2ccccc2)C2(CCN(C(=O)c3ccccc3F)CC2)C1=O)N1CCCC1	-5	-4	-4
COc1ccc(OC)c(CN2CCN(C3CCN(C(C)C)CC3)C(CCO)C2)c1 (stereo not drawn)	-15	-3	11
COc1cc(NC(=O)Cn2nc(C)c([N+](=O)[O-])c2C)cc([N+](=O)[O-])c1	1	0	-4
COCCN(Cc1cc(F)ccc1F)Cc1cccn1Cc1cccc(C)c1	-6	-5	26
Nc1cccc(-c2n[nH]c(Cn3cncn3)n2)c1	.	0	-2
Cc1ccc(-c2nnc3c4ccccc4[nH]c(=O)n3c2=O)cc1	.	10	2
CCn1cc(CN2CCc3c([nH]c4ccccc34)C2c2ccccc2C)c(C)n1 (stereo not drawn)	-15	-2	8
CC1=NC2=C(C(=O)CC(c3ccccc3)C2)C(c2ccc([N+](=O)[O-])cc2)C1C(=O)OCc1ccccc1 (stereo not drawn)	-5	-3	-14
Cc1ccccc1OCC1CCCN(C(=O)c2cc3n(n2)CCNC3)C1 (stereo not drawn)	-13	-7	22
O=C1/C(=C/c2ccc(Cl)cc2)C=C(c2ccccc2)N1c1cccc(I)c1	-1	-6	3
Cc1ccc(S(=O)(=O)N2CCN(C(=O)CN3C(=O)NC4(CCCCCC4)C3=O)CC2)c(C)c1	.	-11	1
O=C(Nc1ccc(N2CCCC2)nc1)c1cc(=O)c2ccccc2o1	1	5	-1
COc1ccc(CCNC(=O)NCc2nnnn2-c2ccc(OC)cc2)cc1	-6	-1	2
CN(CC(=O)N(CCCO)Cc1ccccc1)C(=O)OC(C)(C)C	.	-8	0
Cc1c(C(=O)NCc2cccc(C(F)(F)F)c2)sc(=O)n1CC(=O)N(C)C	.	-9	1
CN(C)CCn1c2c(c(SCC(=O)Nc3nccs3)nc1=O)CCC2	-7	-1	-3

# 13 entries from above, with values under each structure:
# Each structure is followed by: mcGAS lum, hcGAS lum, NPYLR7 ag
- COCCN(Cc1cc(F)ccc1F)Cc1cccn1Cc1cccc(C)c1
→ -6, -5, 26
- Nc1cccc(-c2n[nH]c(Cn3cncn3)n2)c1
→ ., 0, -2
- Cc1ccc(-c2nnc3c4ccccc4[nH]c(=O)n3c2=O)cc1
→ ., 10, 2
- CCn1cc(CN2CCc3c([nH]c4ccccc34)C2c2ccccc2C)c(C)n1 (stereo not drawn)
→ -15, -2, 8
- CC1=NC2=C(C(=O)CC(c3ccccc3)C2)C(c2ccc([N+](=O)[O-])cc2)C1C(=O)OCc1ccccc1 (stereo not drawn)
→ -5, -3, -14
- Cc1ccccc1OCC1CCCN(C(=O)c2cc3n(n2)CCNC3)C1 (stereo not drawn)
→ -13, -7, 22
- O=C1/C(=C/c2ccc(Cl)cc2)C=C(c2ccccc2)N1c1cccc(I)c1
→ -1, -6, 3
- Cc1ccc(S(=O)(=O)N2CCN(C(=O)CN3C(=O)NC4(CCCCCC4)C3=O)CC2)c(C)c1
→ ., -11, 1
- O=C(Nc1ccc(N2CCCC2)nc1)c1cc(=O)c2ccccc2o1
→ 1, 5, -1
- COc1ccc(CCNC(=O)NCc2nnnn2-c2ccc(OC)cc2)cc1
→ -6, -1, 2
- CN(CC(=O)N(CCCO)Cc1ccccc1)C(=O)OC(C)(C)C
→ ., -8, 0
- Cc1c(C(=O)NCc2cccc(C(F)(F)F)c2)sc(=O)n1CC(=O)N(C)C
→ ., -9, 1
- CN(C)CCn1c2c(c(SCC(=O)Nc3nccs3)nc1=O)CCC2
→ -7, -1, -3

# The listing continues.
SMILES	mcGAS lum	hcGAS lum	NPYLR7 ag
COc1cc(S(=O)(=O)N2CCCCC2)c(OC)cc1Cl	.	3	-1
N#CC1C(=N)OC2=C(C(=O)CCC2)C1c1ccccc1Br (stereo not drawn)	-6	-5	-10
COc1ccccc1OCC1CN(C(=O)Cc2cccc(F)c2)CCO1 (stereo not drawn)	-6	-4	4
Cc1cccc(CN(Cc2ccccc2)C(=O)c2nnc(C)o2)n1	.	-7	2
Cn1c(=O)n(Cc2c(Cl)cccc2Cl)c(=O)c2c1nc1oc(C(C)(C)C)cn12	-7	-6	10
Cn1c(=O)[nH]c(=O)c2c1nc1n(-c3ccccc3)c(-c3ccccc3)cn21	.	-9	4
O=C(Cc1ccc(F)cc1)N1CCN(c2nccc(-c3cccc(C(F)(F)F)c3)n2)CC1	-7	-8	3
Fc1ccc(-c2nc(-c3ccc(Br)o3)no2)cc1	.	-9	2
COc1cc(C2NC(=O)N(C)C(C)=C2C(=O)OCCC(C)C)cc(Cl)c1O (stereo not drawn)	.	0	9
CCCc1nc(N2CCOc3c(O)cc(-c4cccc(Cl)c4)cc3C2)no1	-11	-8	27
COc1cccc2cc(-c3csc(Nc4cccc(F)c4)n3)c(=O)oc12	.	-2	7
COCC1CCCN(c2nncc(-c3ccc(OC)c(F)c3)n2)C1 (stereo not drawn)	-3	-3	0
COC(=O)c1cc(C=C2N=C(c3ccccc3Cl)OC2=O)oc1C	.	-12	18
Cc1nn(Cc2ccc(F)cc2)c(=O)c2c1cnn2-c1ccc(F)cc1	.	-4	1
COc1ccc(CCN2C(=O)N(C)C(=O)C23CCN(Cc2ccccc2C(F)(F)F)CC3)cc1	0	4	-13
CCN(CC)CCn1c(=N)n(CC(O)c2ccco2)c2ccccc21 (stereo not drawn)	.	0	-2
Nc1c(Br)c(=O)n(CC(=O)Nc2cccc(Cl)c2)c(=O)n1Cc1ccccc1	.	-1	1
CC1(Cc2ccc(F)cc2)C(=O)Nc2cc(Cl)ccc21 (stereo not drawn)	-2	-3	1
CC(CNC(=O)N1CCC2CCC(C1)N2C(C)C)CN1CCCC1 (stereo not drawn)	.	1	0
Cc1sc2ncc(C(=O)N3CCC4(CN(C)C(=O)O4)C3)c(=O)n2c1C (stereo not drawn)	.	-4	17

# Later entries
SMILES	mcGAS lum	hcGAS lum	NPYLR7 ag
O=C(NCCC1=CCCCC1)c1cncn1-c1cccc(-c2ccccc2C(F)(F)F)c1	-7	-8	4
CC(=O)CC(=O)Nc1ccc(Cl)cc1[N+](=O)[O-]	.	-15	15
CCOC(=O)N1CCc2c(sc(NC(=O)CC)c2-c2nc3ccccc3s2)C1	.	-5	3
CC1CCCCC1NC(=O)Cn1ccc(C(F)(F)F)n1 (stereo not drawn)	-7	-9	0
CCCCCCCC(=O)NC(C)c1nc2ccccc2c(=O)n1CCOC (stereo not drawn)	-6	-10	14
Cc1c(C)n2c3c(=O)n(CCN4CCOCC4)c(=O)n(C)c3nc2n1-c1cccc(Cl)c1	.	-5	15
CNC(=O)C(C)NC(=O)CN(C)C(=O)OC (stereo not drawn)	.	-12	-6
CCCN(C(=O)/C=C/c1ccc([N+](=O)[O-])cc1)C(C)c1nc2ccccc2c(=O)n1-c1cc(OC)cc(OC)c1Br (stereo not drawn)	-2	-1	3
Fc1ccc(-c2cc(CNc3nccc(C4CCCC4)n3)no2)cc1	.	-2	-1
CN1C(=CC(=O)C[n+]2ccc3ccccc3c2)C(C)(C)c2ccccc21	-4	0	1
CCc1ccc(-c2nccn2C(C)c2nc(C)cs2)o1 (stereo not drawn)	-6	-1	.
CCOc1cc(C=C2N=C(c3cccc(F)c3)OC2=O)cc(Br)c1OC	.	-6	-8
CN1CC2(CCN(C(=O)C3CCN(Cc4ccco4)CC3)C2)OC1=O (stereo not drawn)	.	-5	12
Cc1ccc2nc(N(CCCN(C)C)C(=O)c3ccccc3S(C)(=O)=O)sc2c1	2	-3	-1
O=C(CCc1nc2ccccc2[nH]c1=O)OCc1ccc(S(=O)(=O)c2ccccc2)cc1	.	-5	0
O=C1CCCN1c1ccc(Cl)c(NS(=O)(=O)c2cccs2)c1	-7	-6&-6	0&-3
CC1CCCN(C(=O)/C(=C/c2cccc(F)c2)NC(=O)c2ccccc2Br)C1 (stereo not drawn)	.	-4	5
COc1ccc(CCN(C)C2CCCN(S(=O)(=O)c3cccnc3)C2)cc1OC (stereo not drawn)	.	-5	26
Cc1nc(C(C)(C)C)nc2sc(C(=O)O)c(C)c12	.	4	1
O=C(NCC1CCN(Cc2ccsc2)CC1)c1ccccc1C(F)(F)F	.	-4	-10

# 3 compounds out of the list, arranged by molecular weight, largest number first.
SMILES	mcGAS lum	hcGAS lum	NPYLR7 ag
COc1ccc(OC)c(CN2CCN(C3CCN(C(C)C)CC3)C(CCO)C2)c1 (stereo not drawn)	-15	-3	11
COc1cc(S(=O)(=O)N2CCCCC2)c(OC)cc1Cl	.	3	-1
CCN1CC2(CCN(C(=O)Cn3nc(C)nc3C)CC2)CC1=O	-7	-16	.

# (next part)
SMILES	mcGAS lum	hcGAS lum	NPYLR7 ag
CCc1ccc(S(=O)(=O)N2CCCC(N(C)CCCN(C)C)C2)cc1 (stereo not drawn)	.	-11	5
CC1(C(=O)Nc2cccc(Oc3ccccc3)c2)CCN1Cc1ccc(OC(F)(F)F)cc1 (stereo not drawn)	-3	0	-2
CCCNC(=O)CSc1ccccc1C#N	.	-9	10
Cc1cccc(CNC(=O)c2sc(=O)n(CCc3ccccc3)c2C)c1	.	5	2
CCc1cc2c(SCC(=O)c3cc(C)n(C)c3C)ncnc2s1	.	-5	1
CC(CS(C)(=O)=O)N(C(=O)C1CCN(C2CCCCC2)C1)C1CC1 (stereo not drawn)	.	-10	3
O=C(c1cccc2ccnn12)N(Cc1cccnc1)C1CCCCC1	-16	-4	-1
c1cncc(Cc2nnc3n2CCN(Cc2cc4n(n2)CCCNC4)CC3)c1	.	-6	15
CSC(C)(C)CC(C)NCC(=O)NC(C)C (stereo not drawn)	-4	-9	.
CCN(C(=O)c1cc2c(=O)n3cccc(C)c3nc2n1C)C1CCCCC1	.	-10	0
O=C(c1csc(CSc2nnc(-c3ccco3)n2-c2ccccc2Cl)n1)N1CCN(C(c2ccccc2)c2ccccc2)CC1	-6	-8	5
COCC(O)CN1CCC(=O)N(CC2CC2)Cc2ccccc21 (stereo not drawn)	2	5	-7
O=C(Nc1ccc(Cl)cn1)c1ccc(C2SCCCS2)cc1	.	-6	0
COc1ccc2c(c1)CCCN2C(=O)C1CCN(S(=O)(=O)c2c(C)c(C)cc(C)c2C)CC1	.	-3	4
O=C(CSc1ccc(NC(=O)C2CC2)nn1)OCc1ccccc1	.	2	0
COC(=O)[C@@H]1C[C@@H](O)CN1C(=O)c1cccc(-n2cccn2)c1	-10	2	10
CCN(C(=O)c1cc2c(=O)n3ccccc3nc2n1C)C1CCCCC1	.	-6	4
Cc1ccc(C)c(NC(=O)CSc2nc(=O)n(Cc3ccncc3)c3c2CCC3)c1	-1	0	-8
CCC(C)N(Cc1cccnc1)Cc1cn[nH]c1-c1ccc(F)cc1 (stereo not drawn)	.	-11	-7
CN(Cc1ccccc1)c1ncccc1CNC(=O)C1(O)CCCCC1	.	1	-2
Cn1c(=O)n(Cc2ccc(F)cc2)c(=O)c2c1nc1n2CCCN1Cc1ccco1	-8	-11	.
